# Screening data (PubChem BioAssay)
# TbREL1 inh – TbREL1 RNA ligase inhibitors, primary screen, biochemical, FRET fluorescence | AID 1117264, 2014 | 0.49% of 89,000 active | inhibition, % at 9.66 µM | TbREL1 RNA ligation | RNA-editing ligase 1, mitochondrial (Trypanosoma brucei brucei), P86926;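 active = inhibition above the mean inhibition across all screened compounds plus 3 SD, cut at about 11% in these data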;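 note: 0% = plate median of test wells and 100% = NSC42067 control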
# Target sequence (P86926 whole entry, looked up): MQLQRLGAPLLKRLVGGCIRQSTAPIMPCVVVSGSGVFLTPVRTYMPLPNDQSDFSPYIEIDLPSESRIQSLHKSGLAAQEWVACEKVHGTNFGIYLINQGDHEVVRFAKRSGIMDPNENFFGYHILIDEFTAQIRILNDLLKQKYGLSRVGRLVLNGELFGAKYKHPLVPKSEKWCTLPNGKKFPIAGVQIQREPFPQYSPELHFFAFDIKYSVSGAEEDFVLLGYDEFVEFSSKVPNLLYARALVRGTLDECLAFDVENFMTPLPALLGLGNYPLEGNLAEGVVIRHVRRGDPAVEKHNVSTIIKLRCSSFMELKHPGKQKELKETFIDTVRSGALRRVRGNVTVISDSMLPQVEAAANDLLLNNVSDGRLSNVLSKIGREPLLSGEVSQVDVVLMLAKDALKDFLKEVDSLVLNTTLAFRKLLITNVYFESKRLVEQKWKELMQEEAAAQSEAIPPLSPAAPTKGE
# The depositor's hits bear a star. An excerpt, so the mix of outcomes need not match the whole.
Compound	TbREL1 inh
COc1ccc2ccccc2c1C=NNC(=O)CN1CCN(Cc2ccccc2)CC1	-5
CCOC(=O)c1[nH]c2c(c1C)C(=O)CC(c1ccc(F)cc1)C2 (stereo unspecified)	-2
CC(=O)NS(=O)(=O)c1ccc(NC(=O)CSc2ccc(Cl)cc2)cc1	5
O=C(NCc1ccccc1)c1sc(=S)n2c1[nH]c(=O)c1ccccc12	-2
COc1ccc(Sc2nc(-c3ccccc3)ncc2OC)cc1	5
O=c1cc(-c2ccncc2)oc2ccccc12	0
Cn1c(=O)cc(OCC(=O)NCCCN2CCN(c3cccc(Cl)c3)CC2)c2ccccc21	2
COc1ccc(-c2csc(NC(=S)NC(=O)c3cccs3)n2)cc1OC	-2
CCOC(=O)c1c(NS(C)(=O)=O)sc2c1CCC(C)C2 (stereo unspecified)	-3
Cc1ccccc1-n1nc2c(c1NC(=O)c1cccs1)CS(=O)(=O)C2	0
Cc1ccc(NC(=O)C(C)Sc2n[nH]c(CNc3ccccc3)n2)cc1 (stereo unspecified)	-4
CCN(CC(=O)Nc1ccc(NC(C)=O)cc1)C(=O)c1cc2ccccc2oc1=O	2
O=C(CC(C(=O)NCc1ccccc1)c1nc2ccccc2c(=O)[nH]1)NCc1ccccc1 (stereo unspecified)	-5
O=C(CCCC(=O)NNC(=O)Nc1ccccc1)NNC(=O)Nc1ccccc1	-1
CCCOC(=O)c1cccc(NC(=O)c2cccnc2)c1	-1
O=C(N/N=C/C(Cl)=C/c1ccccc1)c1ccco1	2
CNC(=O)CCc1nc(-c2ccc(C(C)C)cc2)no1	-3
CCCCN(C)c1c2c(nc3ncnn13)CCCC2	7
Cc1ccc(NC(=O)COC(=O)CCC2CCCC2)c(Br)c1	3
CC12CCC(=O)N1C(C(=O)Nc1cc(C(F)(F)F)ccc1N1CCCCC1)CS2 (stereo unspecified)	0
CCOc1ccc(C2N(c3ccc(F)cc3)C(=O)C3CCCN32)cc1 (stereo unspecified)	-3
CC(C)C(=O)N1CCN(c2ccccc2NC(=O)c2ccc([N+](=O)[O-])o2)CC1	-3
Cc1sc2ncnc(N3CCC(C(=O)Nc4ccc(Br)cc4Br)CC3)c2c1C	6
Cc1cc(-c2ccc(C(C)C)c(S(=O)(=O)Nc3ccccn3)c2)on1	5
NS(=O)(=O)c1ccc(NC(=O)CN2CCN(S(=O)(=O)c3ccc(F)cc3)CC2)cc1	0
CC1(C(=O)NS(=O)(=O)c2ccccc2Cl)CCN1C(=O)CC1CC1 (stereo unspecified)	1
O=C(Nc1ccccc1)C1CCCCC1	8
CC(C)(C)c1ccc(C(=O)N2CCC(C(=O)N3CCCCC3)CC2)cc1	2
CCN(CCn1cccn1)Cc1cn[nH]c1-c1cccc2ccccc12	-4
Cc1ncc([N+](=O)[O-])n1CC(=O)Nc1ccccc1F	0

# A stretch from further up, as a working copy:
Compound	TbREL1 inh
CNC(=O)CCc1nc(-c2ccc(C(C)C)cc2)no1	-3
CCCCN(C)c1c2c(nc3ncnn13)CCCC2	7
Cc1ccc(NC(=O)COC(=O)CCC2CCCC2)c(Br)c1	3
CC12CCC(=O)N1C(C(=O)Nc1cc(C(F)(F)F)ccc1N1CCCCC1)CS2 (stereo unspecified)	0
CCOc1ccc(C2N(c3ccc(F)cc3)C(=O)C3CCCN32)cc1 (stereo unspecified)	-3
CC(C)C(=O)N1CCN(c2ccccc2NC(=O)c2ccc([N+](=O)[O-])o2)CC1	-3

# Next compounds follow.
Compound	TbREL1 inh
O=C(Nc1ccc([N+](=O)[O-])cc1)N1CCc2ccccc2C1	0
CC(O)CNCc1cccc2ccccc12 (stereo unspecified)	2
COc1ccc(C)cc1NC(=O)COC(=O)C1CCN(C(=O)c2ccc(Cl)cc2)CC1	0
N#CCC(=O)NC(=O)NCC1CC1	2
Cc1onc(-c2ccccc2Cl)c1C(=O)N1C=CC(C(F)(F)Cl)=NCC1	3
Cc1ccccc1CSc1nc(-c2ccccc2)cc(=O)[nH]1	0
COc1ccc2c(c1)c1ncn(Cc3ccco3)c(=O)c1n2C	-2
Cc1ccc(C)c(S(=O)(=O)N2CCN(C(=O)CNC(=O)c3sc4ccccc4c3Cl)CC2)c1	1
O=C(NCCS(=O)(=O)N1CCN(c2ccccc2F)CC1)c1cccs1	-2
O=S(=O)(Nc1cccc(-c2cn3c(n2)SCC3)c1)c1ccccc1F	-4
COc1ccc(OC)c(/C=C/C(=O)OCC(=O)Nc2nnc(-c3ccccc3)o2)c1	1
Cc1ccsc1C(=O)OCc1nc2ccccc2c(=O)[nH]1	3
COc1ccccc1NC(=O)CN1CCC(n2c(C)nc3cc(F)ccc32)CC1	-3
Cc1[nH]c2ccccc2c1CC(=O)Nc1ccc(Nc2ccncc2)cc1	1
COc1cc(NC(=S)NCc2ccco2)cc(OC)c1	6
CC(=O)c1c(C)nc(-c2ccccc2)nc1NC(=O)C(C)C	-2
Cc1nn2c(COc3ccc(NC(=O)c4ccccc4Cl)cc3)nnc2c2ccccc12	4
Cc1ccccc1-n1c(Cn2c(=O)sc3ccccc32)nnc1SCC(=O)Nc1nccs1	3
CC(C)C(=O)Nc1nnn(C)n1	0
O=C(Nc1ccccc1N1CCCCC1)c1ccc(F)cc1	2
Cc1ccc2nc(N3CCC(C(=O)NC4CCCCC4)CC3)sc2c1	0
CCCCCNC(=O)C(c1ccc(OC)cc1)n1c(=O)c(-c2ccco2)nc2ccccc21 (stereo unspecified)	1
COc1ccc(C)cc1N(CC(=O)Nc1ccc(S(=O)(=O)N2CCOCC2)cc1)S(C)(=O)=O	4
Cc1cc(C)n2c(Nc3ccc4c(c3)OCCO4)c(-c3ccc(F)cc3)nc2n1	5
c1ccc2c(Nc3nc4c(s3)CCCC4)cccc2c1	-1
COc1ccc(C(CNC(=O)CSc2ccccc2C)N(C)C)cc1 (stereo unspecified)	-4
CCOc1ccc(-c2nc(CCl)cs2)cc1	2
Cc1ccc(NC(=S)N(CCN2CCCCC2)Cc2ccco2)cc1C	-3
Cc1cccc(NC(=O)Cn2c(=O)n(CC3CCCO3)c(=O)c3ccccc32)c1 (stereo unspecified)	4
CCn1c2ccccc2c2cc(NC(=O)COC(=O)c3cc(OC)c(OC)cc3OC)ccc21	3
O=C(COC(=O)c1ccc2ccccc2n1)Nc1ccccc1F	1
Cn1c(N)c(C(=O)COC(=O)c2cccnc2Cl)c(=O)n(C)c1=O	0
CC(=O)Nc1ccc(S(=O)(=O)Nc2nc3n(n2)C(c2ccccc2)CC(=O)N3)cc1 (stereo unspecified)	0
N#Cc1c(N)nc2c(c1-c1ccc3c(c1)OCO3)CCc1ccccc1-2	5
CCOc1ccc2c(c1)sc1nc(C(=O)OC)cc(=O)n12	3
CN1CCN(C(=O)c2cc3c(ccc4ccccc43)oc2=O)CC1	1
Clc1cnc2nc(SC/C=C/c3ccccc3)[nH]c2c1	1
Cn1cc([N+](=O)[O-])c(C(=O)Nc2nc(-c3ccc(Cl)cc3)cs2)n1	0
O=S(=O)(c1ccccc1)N(CC1CO1)c1ccccc1 (stereo unspecified)	2
O=C1C=C(c2ccccc2)C[C@@H](c2ccc(Cl)cc2)C1	2
CC1(C#CC[N+]2(C)CCCCC2)CCC2C(O1)c1ccccc1OC2(C)C (stereo unspecified)	-2
Cc1cccc(N(C(=O)Cc2cccs2)C(C(=O)NC2CCCC2)c2ccncc2)c1 (stereo unspecified)	-5
CCCCn1c(N)c(N(CC(C)C)C(=O)c2ccc(OCc3c(C)noc3C)cc2)c(=O)[nH]c1=O	0
CC(C)N1CCN(C(=O)c2cccc(Cl)c2)CC1	5
Cc1sc2nc(CSCC(=O)NC3(C#N)CCCCC3)[nH]c(=O)c2c1C	-1

# Further records
SMILES	TbREL1 inh
COc1cc2c(cc1OC)-c1nnc(-c3cccs3)n1C1(CCCC1)C2	-1
O=C(CCN1C(=O)/C(=C\c2ccccc2)SC1=S)N1CCCCC1	0
O=C(Nc1ccc(Cl)cc1)Nc1ccc(N2CCC(C(F)(F)F)CC2)nc1	5
Cc1cc(C(=O)N/N=C/c2cc(Cl)cc([N+](=O)[O-])c2O)n[nH]1	6
CCCCCc1cc(=O)oc2c(C(CCN3CCCCC3)c3ccc(OC)cc3)c(OC)cc(OC)c12 (stereo unspecified)	4
CC(C)Cc1cc(C(=O)Nc2ccc(Br)cc2)no1	2
COc1ccc(CN2CC(=O)N3[C@H]4c5cc(C)ccc5OC[C@@H]4[C@H](c4ccccc4)[C@]3(C)C2=O)cc1	2
CCN(CC)S(=O)(=O)c1ccc(NC(=O)c2ccccc2N(C)S(C)(=O)=O)cc1	-3
COCCCn1c2nc3ccccc3nc2c2c(=O)n(-c3ccccc3OC)cnc21	-2
CCCc1cc(=O)n2[nH]c(C)nc2n1	0
Cc1ccc(S(=O)(=O)NCCNC(=O)CN2CCOCC2)cc1	1
COc1cc(O)c([C@@H](CC(=O)N2CC(C)CC(C)C2)c2ccc3c(c2)OCO3)c(OC)c1 (stereo partly specified)	-2
COc1ccc2c(-c3ccc(SC)cc3)c(-c3ccc(S(C)(=O)=O)cc3)sc2c1	3
COP(N)(=O)C(CC(C)C)NC(=O)OCc1ccccc1 (stereo unspecified)	0
O=C(NC1CCN(Cc2ccccc2)CC1)c1ccc(Cn2c(=S)[nH]c3ccc(N4CCOCC4)cc3c2=O)cc1	1
O=c1[nH]c(C2CCN(S(=O)(=O)c3cccc(C(F)(F)F)c3)CC2)nc2c1nnn2Cc1cccc(F)c1	1
CC(C)NC(=O)NC(=O)COC(=O)c1ccccc1Oc1ccccc1	-1
Cc1ccc(CNC(=O)C2CC(c3ccccc3C(F)(F)F)=NO2)o1 (stereo unspecified)	-2
CCCCCn1nc(C(=O)N(CC(C)C)c2c(N)n(CCCC)c(=O)[nH]c2=O)c2ccccc2c1=O	-3
Nc1nonc1-n1nnc(C(=O)N/N=C/c2ccc(O)cc2)c1CN1CCCCCC1	0
Cc1cc(OCc2cc(C(=O)N(C)CCCN3CCOCC3)no2)cc(C)c1Cl	-3
O=[N+]([O-])c1cccc(C2=NCCS2)c1	3
COc1ccc(-c2ccnc3nc(N4CCN(c5ccccc5)CC4)nn23)cc1	-3
Cc1ccc(CN2CCN(C3CCCC3)C(CCO)C2)s1 (stereo unspecified)	2
COc1cc(C2NC(=S)NC(C)=C2C(=O)c2ccccc2)ccc1O (stereo unspecified)	4
CCOc1ccccc1N1C(=O)CC(N(O)c2ccccc2)C1=O (stereo unspecified)	3
COc1cccc(OC)c1C1=CC(=O)C[C@H](c2ccc3c(c2)OCO3)C1	6
C[C@H](O)[C@@H]1CN2CCc3c([nH]c4ccccc34)[C@@H]2C[C@@H]1N(C)C(=S)Nc1ccc(C#N)cc1	-1
C=CC[C@H](CC(=O)N(CCO)Cc1ccccc1)C(=O)N[C@H](C)COC(=O)[C@@H](CC=C)Cc1ccc(F)cc1	-2
Cc1ccc(C(=O)C(C)OC(=O)C2CCN(c3ccc(C(F)(F)F)cn3)CC2)cc1C (stereo unspecified)	7

# Looked up above.
# Under TbREL1 inh, `Cc1[nH]c2ccccc2c1CC(=O)Nc1ccc(Nc2ccncc2)cc1` reads 1
# Under TbREL1 inh, `CCOc1ccccc1N1C(=O)CC(N(O)c2ccccc2)C1=O` (stereo unspecified) reads 3

# Later entries:
SMILES	TbREL1 inh
O=C(NC1CCCc2ccccc21)c1n[nH]c(=O)c2ccccc12 (stereo unspecified)	0
Cc1ccc(C2C=NN(c3ccccc3)C2=O)cc1 (stereo unspecified)	-4
C=CCNC(=O)CN(c1ccccc1OCC)S(=O)(=O)c1ccc(C)cc1	5
CC(=O)N/C(=C/c1ccc2c(c1)OCO2)C(=O)NCC(=O)O	1
CCN(CC1CCCO1)C(=O)c1cc(COc2ccc(F)cc2F)on1 (stereo unspecified)	-3
COc1ccccc1CN1Cc2cccc3c2[C@@H](CC1=O)[C@H](O)[C@H](O)C3	-3
CCOc1ccc(OCC)c(NC(=O)CSc2nc3ccccc3c(=O)n2C)c1	-2
CCn1ccnc1CNC(=O)CC1C(=O)NCCN1CCCc1ccccc1 (stereo unspecified)	-1
C=CCNC(=O)C(C)Sc1ccc(Cl)cc1 (stereo unspecified)	1
N#Cc1ncc(C(F)(F)F)cc1Sc1ccc(N)cc1	0
O=C(COC(=O)c1cc(=O)[nH]c2ccccc12)NCc1cccs1	-1
Cc1cc(C(=O)NC2CCCc3c2cnn3-c2cccc(C)c2C)n(C)n1 (stereo unspecified)	-2
O=C(CSc1nnc(-c2ccco2)n1CC1CCCO1)c1ccccc1 (stereo unspecified)	0
Cc1ccc(S(=O)(=O)N2CCCC2C(=O)O)cc1 (stereo unspecified)	-1
CC(OC(=O)[C@@H](NC(=O)OCc1ccccc1)C(C)C)C(=O)Nc1ccc(N2CCOCC2)cc1 (stereo partly specified)	-5
C=C1C(=O)[C@]23C[C@H]1CC[C@H]2[C@]1(C)[C@@H](OC(C)=O)CC[C@@](C)(C(=O)O)[C@H]1C[C@@H]3O	0
O=C(c1ccc2ccccc2n1)N1CCN(Cc2c(F)cccc2Cl)CC1	0
CCOC(=O)c1cnc2ccc(OCC)cc2c1NCc1cccnc1	-1
O=C(Cn1nc(C(=O)O)c2ccccc2c1=O)c1c[nH]c2ccccc12	1
O=C(NCCCCO)C(F)(F)C(F)(F)C(F)(F)C(=O)NCCCCO	2
CC(NC(=O)c1ccco1)C(=O)N1CCN(C(c2ccccc2)c2ccccc2)CC1 (stereo unspecified)	-2
Cc1ccc(OC(=O)Nc2ccccc2)cc1	0
Cc1c(N=Cc2ccncc2)c(=O)n(-c2ccccc2)n1C	-7

# Four of the entries above in order of the TbREL1 inh value, largest number first.
SMILES	TbREL1 inh
Cc1ccccc1-n1c(Cn2c(=O)sc3ccccc32)nnc1SCC(=O)Nc1nccs1	3
O=S(=O)(c1ccccc1)N(CC1CO1)c1ccccc1 (stereo unspecified)	2
CCn1ccnc1CNC(=O)CC1C(=O)NCCN1CCCc1ccccc1 (stereo unspecified)	-1
CCN(CC)S(=O)(=O)c1ccc(NC(=O)c2ccccc2N(C)S(C)(=O)=O)cc1	-3

# Quoted at random: 3 compounds from above, in no set order.
SMILES	TbREL1 inh
Cc1ccc(S(=O)(=O)N2CCCC2C(=O)O)cc1 (stereo unspecified)	-1
C=CCNC(=O)C(C)Sc1ccc(Cl)cc1 (stereo unspecified)	1
Cc1c(N=Cc2ccncc2)c(=O)n(-c2ccccc2)n1C	-7
